a7 integrin act: integrin-mediated muscular dystrophy alleviation activation; 350,000 tested, 0.064% active; alpha7betagal myoblasts, beta-gal FDG fluorescence, 48 h; Potency, µM (top dose mostly 38.3 µM), without a hit: top-dose activation, usual class: activators;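 also: potency is read from the fitted curve at half-maximal effect; 100% = response of the positive control SU9516; nearly all actives have a fitted effect of over 60% in size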
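alpha7betagal+/- myoblasts (passage 13, 250/well) treated 48 h at 37C with compounds at 1:260 dilution of DMSO stock. Lysed, then beta-galactosidase activity read as FDG fluorescence (ex 480/em 540) after 30 min, with pre-read for autofluorescence.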
ELG1 repair inh: inhibitors of ELG1-dependent DNA repair in HEK293T cells; HEK293T ELG1-luciferase reporter, luminescence, 16 h; DNA damage induced by 5-fluorouridine; Potency, µM (titrated, usually from 46.1 µM), for inactives: at the top dose activity change, negative = inhibition, most hits filed as inhibitors; 330,000 tested, 2.3% active; AID 504467; also: potency is read from the fitted curve at half-maximal effect; % is scaled to controls: 0 for no effect and ±100 for the full control effect; nearly all actives have a fitted effect of over 55% in size
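DMSO vehicle served as the neutral condition. Each well held 2,000 cells given 5-fluorouridine plus compound; after 16 hr at 37 °C/5% CO2, ONE-Glo was added and luciferase measured 30 min later.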
TCR act: activates T cell receptor signaling. primary human leukocytes, anti-CD3, IL-2 HTRF, 48 h. Potency, µM (titrated, usually from 9.22 µM), for inactives: at the top dose activation of IL-2 secretion, most hits filed as activators. 330,000 tested, under 10 active; also: % of control where 0% means no effect
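HTRF read-out of IL-2 secretion: europium cryptate donor excited at 320nm, d2 acceptor emission at 665nm. Cells were primary human leukocytes incubated 48 hr with compounds and a-CD3 beads, supplying TCR signal only.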
TSG101-PTAP inh: blocks PTAP/TSG101 interaction to inhibit HIV-1 budding; Q99816; Fluorescence polarization, FITC-PTAP peptide / Tsg101 binding; 340,000 tested, under 10 active; Potency, µM (titrated, usually from 115 µM), inactives show at the top dose activity change, negative = inhibition, actives largely listed as inhibitors; active = well fitted inhibition curve with a large enough effect in the main read-out, with a control signal flat, not every such curve was filed as active; inconclusive = small, poorly fitted or top-dose-only effect, or effect the other way, or a change in a side signal; inactive = no such curve, though single readings can be large or run the other way; also: potency is read from the fitted curve at half-maximal effect; % of control where 0% means no effect
Target sequence (Q99816 whole entry, looked up): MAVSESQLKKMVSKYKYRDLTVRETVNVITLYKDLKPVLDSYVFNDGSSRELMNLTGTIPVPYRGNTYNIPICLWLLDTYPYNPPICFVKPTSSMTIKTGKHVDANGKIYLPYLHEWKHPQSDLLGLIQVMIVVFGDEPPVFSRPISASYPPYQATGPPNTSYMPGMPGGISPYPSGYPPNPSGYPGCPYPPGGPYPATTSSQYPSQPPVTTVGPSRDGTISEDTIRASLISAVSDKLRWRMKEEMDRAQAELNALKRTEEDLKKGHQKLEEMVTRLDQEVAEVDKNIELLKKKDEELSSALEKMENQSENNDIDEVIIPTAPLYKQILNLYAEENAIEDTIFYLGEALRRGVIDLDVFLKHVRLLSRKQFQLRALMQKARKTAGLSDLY
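Fluorescence polarization binding of Tsg101 binding domain (10 uM final) to FITC-labeled PTAP peptide (50 nM final) in HEPES pH 7.5 buffer with NaCl, Tween 20, EDTA, TCEP. Compounds added before peptide; binding 20 min at RT.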
BRCA1 expr act: BRCA1 expression activation | MCF7-BRCA1-FFLuc reporter, luminescence, 48 h; response scale: scaled: vehicle 0%, 10 µM genistein 100% | Potency, µM (titrated, usually from 46.1 µM), without a hit: at the highest dose activation, usual class: activators | 380,000 tested, 1.1% active | AID 624202; also: potency is read from the fitted curve at half-maximal effect; nearly all actives have a fitted effect of over 80% in size; some results filed as inactive show a strong effect at the top dose
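First, MCF7-BRCA1-FFLuc cells (2000/well) attach for 2 h; next, compounds are pin-added and incubated 48 h at 37 °C; finally, luciferase reagent is added and luminescence read after 15 min.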
p53 reactivation: re-activators of mutant p53. 320,000 tested, 0.063% active. Potency, µM (highest dose often 92.2 µM), for inactives: top-dose activity change, positive = activation, usual class: activators. H1299 p53-A138V BP100-luciferase reporter, luminescence, 24 h. AID 504706; also: potency is read from the fitted curve at half-maximal effect; % of control where 0% means no effect; nearly all actives have a fitted effect of over 45% in size
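H1299 (p53-null), stable ts p53-A138V + BP100-Luc; 1000 cells/well, Opti-MEM/10% FBS; cpd 4 pt, 1:5; 24 h, 37 deg C, 5% CO2; detection reagent 10 min RT; luminescence.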
B2AR arrestin: beta2AR (human) beta-arrestin recruitment activity; P07550; beta-arrestin recruitment to beta2AR, cell-based reporter; 330,000 tested, 0.02% active; Potency, µM (titrated, usually from 46.1 µM), without a hit: at the top dose activation, usual class: activators;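 also: potency is read from the fitted curve at half-maximal effect; 0% = DMSO controls and full agonism = EC100 isoproterenol or metaproterenol; nearly all actives have a fitted effect of over 65% in size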
Target sequence (P07550 whole entry, looked up): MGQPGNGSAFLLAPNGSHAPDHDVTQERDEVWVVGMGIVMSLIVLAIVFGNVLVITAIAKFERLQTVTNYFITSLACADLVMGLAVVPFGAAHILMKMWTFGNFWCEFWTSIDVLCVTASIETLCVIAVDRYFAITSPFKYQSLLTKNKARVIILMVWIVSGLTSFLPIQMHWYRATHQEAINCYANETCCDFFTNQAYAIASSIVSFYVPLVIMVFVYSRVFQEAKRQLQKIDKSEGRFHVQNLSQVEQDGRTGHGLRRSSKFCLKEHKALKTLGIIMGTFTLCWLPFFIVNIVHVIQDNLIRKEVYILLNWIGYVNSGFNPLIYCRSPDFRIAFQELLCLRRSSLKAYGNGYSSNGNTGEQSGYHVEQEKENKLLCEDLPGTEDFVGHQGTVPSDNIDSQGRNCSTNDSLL
TRPV1 agonist: human TRPV1 agonism. activation, % at 8.33 µM. 320,000 tested, 0.19% active. TRPV1-expressing cells, Fluo-8 calcium influx, agonist mode. Q8NER1; in the data active = activation above about 80%; inconclusive = between about 30% and that limit; also: 0% is about no effect
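Cells expressing TRPV1 were dye-loaded with Fluo-8 and read kinetically: 10 s baseline, 3 min after compound (agonist portion), then 2 min after EC20 capsaicin (allosteric enhancer portion). Calcium-bound dye fluorescence at 480/520 nm.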
CXXC DNA block: inhibitors of human MLL CXXC domain-DNA interaction; MLL-CXXC / FITC-HOXA9 DNA fluorescence polarization; Potency, µM (highest dose often 115 µM), for inactives: at the highest dose activity change, negative = inhibition, actives largely listed as inhibitors; 290,000 tested, 0.037% active; active = well fitted inhibition curve with a large enough effect in the polarisation, with a control signal flat, not every such curve was filed as active; inconclusive = small, poorly fitted or top-dose-only effect, or effect the other way, or a change in a side signal; inactive = no such curve, though single readings can be large or run the other way; the % refers to the polarisation; also: potency is read from the fitted curve at half-maximal effect
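Steps: dispense CXXC domain solution (7 uM) → pin compounds or unlabeled HOX-A9 DNA control → 5 min ambient → add FLSN-HOX-A9 solution (50 nM) → spin → 30 min ambient → fluorescence polarization. Tris pH 7.5/NaCl/DTT/BSA buffer.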
AT treatment: candidate therapy for ataxia-telangiectasia; Potency, µM (highest dose often 57.5 µM), for inactives: top-dose activation, hits mostly activators; AID 485349; […] A-T fibroblasts, KAP-1 phosphorylation AlphaLISA; neocarzinostatin DNA damage 30 min before lysis; 320,000 tested, 0.19% active; also: potency is read from the fitted curve at half-maximal effect; % of control where 0% means no effect; nearly all actives have a fitted effect of over 45% in size
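ATM-like activity read as KAP-1 phosphorylation via AlphaLISA donor/acceptor antibody pairs after lysis and 6 hr at 25C. Cells were ATM-null patient fibroblasts ([…], hTERT), dosed 60 min, then exposed to the DSB inducer NCS for 30 min.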
The depositor's hits bear a star; ? = inconclusive; / = not tested or not shown; & = joins results of further samples; [ ] = dose if it differs, or a comment. Unless noted, calls follow the shape of the dose curve; as a rule, active = well fitted curve in the direction sought with a large enough effect; inconclusive = small, poorly fitted or top-dose-only effect, or another doubt; inactive = no such curve, though single readings can be large; an effect the other way counts as inactive or inconclusive.

SMILES	a7 integrin act	ELG1 repair inh	TCR act	TSG101-PTAP inh	BRCA1 expr act	p53 reactivation	B2AR arrestin	TRPV1 agonist	CXXC DNA block	AT treatment
C=CCNC(=S)Nc1ccc(Cl)cc1	-21%	6%	-1%	-5%	18%	3%	-0.1%	5	8%	2%
C1CCN(c2c3c(nc4nnnn24)CCCC3)CC1	28%	10%	-1%	-1%	-21%	2%	-0.4%	-4	-10%	-1%
COc1ccc2c(C#CCCO)c(-c3ccc(S(C)(=O)=O)cc3)sc2c1	-9%	-21%	3%	-7%	-43%	-4%	-0.1%	/	/	?
COc1cccc(Nc2nc(NCCO)c3ccccc3n2)c1	-37%	16µM*	3%	0%	0%	-12%	-0.1%	-2	8%	-4%
O=C(O)CCCn1c(O)c(C=C2N=c3ccccc3=N2)sc1=S	-14%	?	1%	-1%	-52%	?	-1.1%	0	-9%	-1%
CC(=O)c1cccc(NC(=O)c2ccc(N(Cc3ccc(C)cc3)S(C)(=O)=O)cc2)c1	8%	?	-2%	-5%	-49%	0%	-1.1%	20	14%	0%
Nc1c(N(Cc2ccccc2)C(=O)COc2ccc([N+](=O)[O-])cc2)c(=O)[nH]c(=O)n1Cc1ccccc1	-8%	/	-2%	0%	-33%	/	/	/	/	/
CCOc1ccccc1NC(=O)N1CCC(c2nc3ccc(C)cc3[nH]2)CC1	-12%	-22%	/	/	1%	-3%	-1.1%	-1	-2%	7%
O=C(NC(=S)NCc1ccccc1)c1ccccc1[N+](=O)[O-]	-13%	2%	/	-2%	13%	11%	-0.3%	0	16%	1%
O=C(NCCCc1ccccc1)c1cc(COc2ccc(F)cc2Cl)on1	-32%	2%	-3%	-4%	1%	7%	-1.0%	6	-1%	3%
CC(C)n1c(Nn2cnnc2)nc2ccccc21	10%	9%	4%	-1%	4%	-14%	0.0%	-3	-3%	2%
CCn1c(CCC(N)=O)nnc1SCC(=O)Nc1cccc(S(=O)(=O)N2CCCC2)c1	-27%	?	2%	-9%	-4%	-9%	0.2%	1	/	3%
O=C1CC(c2ccco2)CC(O)=C1C=NCCN1CCNCC1 (configuration not stated)	-2%	-2%	/	-1%	-16%	2%	-0.3%	-12	6%	-2%
COc1cc(-c2nc3ccccn3c2NCC2CCCO2)ccc1O (configuration not stated)	-4%	0%	6%	0%	-20%	0%	-0.6%	4	-1%	3%
O=C(Nc1ccc2c(c1)OCO2)c1cc2n(n1)C(C(F)(F)F)CC(c1ccccc1)N2 (configuration not stated)	0%[7.66 µM]	-21%	0%	-1%	-9%	-3%	-0.2%	-2	-5%	3%
C/C(=N\O)c1c(C)c2ccccc2n1C	-6%	1%	-2%	-2%	5%	-4%	0.2%	0	2%	1%
O=Cc1cc(N=Nc2ccc(S(=O)(=O)O)cc2)ccc1O	27%	/	0%	-1%	6%	/	/	/	/	/
COCCCN1C(=O)N(c2ccc(F)cc2)C(=O)C1CC(=O)Nc1ccccc1 (configuration not stated)	-2%	1%	0%	-8%	0%	-1%	-0.1%	-2	?	-2%
Cc1ccc(NC(=O)C(c2ccccc2)N2CCN(CC(=O)NC3CC3)CC2)cc1 (configuration not stated)	20%	?	2%	0%	-11%	?	-0.4%	-1	/	10%
COc1ccc(S(=O)(=O)Cc2ccc(C(=O)NC3CCC(C)CC3)o2)cc1 (configuration not stated)	3%	-2%	-6%	-1%	-10%	3%	0.2%	1	-2%	-2%
COCc1nnc(NC(=O)c2ccc(S(=O)(=O)N3CCCCCC3)cc2)o1	-21%	?	-17%	-11%	-35%	2%	-0.2%	0	-5%	-2%
CCn1nnnc1SCC(=O)Nc1cc(C)on1	14%	12%	-3%[46.1 µM]	-4%	-26%	-14%	-0.1%	2	7%	3%
CN(C)C(CNC(=O)CSc1nnc(-c2ccco2)o1)c1ccccc1 (configuration not stated)	?	4%	-5%	-4%	0%	0%	0.5%	-2	6%	12%
CCOC(=O)CSc1nc2ccsc2c(=O)n1C1CCN(C(=O)OCC)CC1	21%	?	-4%	-4%	-40%	3%	-0.4%	-1	-6%	1%
COc1ccccc1CNC(=O)c1nn(-c2ccc(C)cc2)c(=O)c2c1c1ccccc1n2C	-10%	/	-1%	-1%	-41%	/	/	-3	0%	/
Cc1ccc(C(=O)CSc2nnc(CNc3ccc(C)cc3C)n2Cc2ccco2)cc1	15%	-25%	-2%	-8%	-3%	-2%	-0.7%	-2	-7%	-1%
CCOC(=O)N1CCN(C(=O)c2ccc(S(=O)(=O)Nc3ccc(C)cc3)cc2)CC1	-33%[inhibitor]	?	-2%	-4%	-38%	-4%	5.3%	/	/	8%
O=C(NCC1CCN(c2ccc(S(=O)(=O)N3CCOCC3)cc2)CC1)c1cccc(Cl)c1	-54%[inhibitor]	0%	-3%	-7%	-46%	-2%	-0.1%	-2	-11%	/
Cc1cccc(NC(=O)CCC(=O)N/N=C/c2ccncc2)c1	9%	16%	3%[46.1 µM]	-1%	-5%	1%	-1.0%	0	-5%	-1%
O=C(CSc1n[nH]c(-c2ccccc2)n1)NC(=O)NCc1ccco1	-16%	-8%	3%	-3%	-12%	5%	0.0%	4	-4%	-2%
COc1ccc(NC(=O)CSc2nnc(C3CCCCC3)n2N)c(OC)c1	35%	3%	3%	-4%	10%	0%	0.3%	-3	4%	-5%
O=C(O)C1Nc2c(Cl)cc(Cl)c(Cl)c2C2C=CCC12 (configuration not stated)	17%	/	2%	-11%	1%	/	/	/	/	/
COc1ccc(-c2c(-c3ccc(OCC(=O)NN)cc3O)n[nH]c2C(F)(F)F)cc1	-3%	-5%	5%[46.1 µM]	-3%	1%	-1%	0.0%	25	3%	-2%
CCOc1cc(/C=C(/NC(C)=O)C(=O)O)cc(Cl)c1OCc1ccc(Br)cc1	-8%	9%	2%	-2%	-2%	7%	0.2%	-1	23%	-1%
CC1=NN(c2ccc(C)c(C)c2)C(=O)/C1=C/c1ccc2c(c1)n(C)c(=O)n2C	-10%	?	0%[46.1 µM]	-21%	-14%	4%	-0.8%	1	10%	-1%
Cc1c(Cl)ccc2sc(NC(=O)CN3C(=O)c4ccccc4C3=O)nc12	-2%	20%	6%	-5%	33%	1%	-0.7%	4	22%	-12%
CC(=O)c1cc(C(=O)N2CCc3c([nH]c4ccccc34)C2CC(C)C)[nH]n1 (configuration not stated)	-18%	?	-31%	0%	-24%	-2%	-0.2%	-3	-1%	1%
CCCN(CC(=O)Nc1ccccc1OC)C(=O)CCNC(=O)c1ccccc1OC	-9%	?	-6%	-3%	-7%	1%	-0.4%	0	/	0%
Cc1ccccc1-n1nnnc1SCc1cc(=O)n2ccsc2n1	-23%	?	-2%	-3%	0%	-3%	0.5%	1	-1%	/
COc1ccc(N2CCN(S(=O)(=O)c3cn(C)cn3)CC2)cc1	-12%	12%	12%	0%	-3%	3%	-1.1%	1	8%	-1%
CCOc1ccc(-c2cc(C(=O)N3CCN(c4ccccn4)CC3)c3ccccc3n2)cc1	3%[7.66 µM]	?	/	-2%	-20%&22%&38%	?	-2.4%	-1	4%	-1%
COc1cc(/C=C/CNC[C@H]2O[C@@H](n3ccc(=O)[nH]c3=O)[C@H](O)[C@@H]2O)ccc1O	0%	/	-32%	0%	15%	/	/	/	/	/
CCOC(=O)c1cccc(C(=O)Oc2ccccc2)n1	18%	0%	0%	-11%	-1%	0%	0.4%	4	2%	4%

5 records picked at random from the list so far, as already listed:
SMILES	a7 integrin act	ELG1 repair inh	TCR act	TSG101-PTAP inh	BRCA1 expr act	p53 reactivation	B2AR arrestin	TRPV1 agonist	CXXC DNA block	AT treatment
C/C(=N\O)c1c(C)c2ccccc2n1C	-6%	1%	-2%	-2%	5%	-4%	0.2%	0	2%	1%
CCOC(=O)N1CCN(C(=O)c2ccc(S(=O)(=O)Nc3ccc(C)cc3)cc2)CC1	-33%[inhibitor]	?	-2%	-4%	-38%	-4%	5.3%	/	/	8%
COc1cccc(Nc2nc(NCCO)c3ccccc3n2)c1	-37%	16µM*	3%	0%	0%	-12%	-0.1%	-2	8%	-4%
COc1ccccc1CNC(=O)c1nn(-c2ccc(C)cc2)c(=O)c2c1c1ccccc1n2C	-10%	/	-1%	-1%	-41%	/	/	-3	0%	/
COc1cc(/C=C/CNC[C@H]2O[C@@H](n3ccc(=O)[nH]c3=O)[C@H](O)[C@@H]2O)ccc1O	0%	/	-32%	0%	15%	/	/	/	/	/
